# High-throughput results from PubChem.
# GalR3 antag: antagonists of human GalR3 | O60755 | HEK293 GalR3-CNG cAMP membrane potential fluorescence; galR3 body fused to GalR1 C-terminus | inhibition, % at 3 µM | actives 0.44% (n = 360,000);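 active = inhibition above the screen-wide average plus 3 SD, cut at about 13% in these data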;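 note: forskolin and galanin both at EC90 stimulate the cells; cAMP rise reported by CNG channel membrane potential dye signal; 0% = forskolin plus galanin with DMSO and 100% = forskolin alone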
# Target sequence (O60755 1-299 limits assumed): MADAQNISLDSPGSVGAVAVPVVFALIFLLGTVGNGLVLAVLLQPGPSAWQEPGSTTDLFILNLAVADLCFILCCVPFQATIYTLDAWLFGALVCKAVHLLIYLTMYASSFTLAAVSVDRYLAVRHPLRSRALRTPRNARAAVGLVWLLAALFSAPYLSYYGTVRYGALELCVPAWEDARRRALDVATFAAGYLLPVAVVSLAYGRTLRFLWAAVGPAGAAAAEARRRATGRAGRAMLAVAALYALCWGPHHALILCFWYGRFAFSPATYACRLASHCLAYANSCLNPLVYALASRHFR
# GPR7 antagonist: antagonists of human GPR7 (neuropeptides B/W receptor 1); actives 1.1% (n = 290,000); GPR7-expressing cells, fluorescence antagonist assay; inhibition, % at 4.4 µM; in the data active = inhibition above about 16%, passing the limit was not always enough;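 note: cells stimulated with the agonist NPW; 0% = agonist with vehicle and 100% = vehicle without agonist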
# HCV NS3 hel inh: blocks Hepatitis C virus NS3 helicase unwinding | AID 1800 | actives 0.56% (n = 290,000) | NS3 helicase DNA unwinding, Cy5 molecular beacon fluorescence | inhibition, % at 10.9 µM;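 active = inhibition above the mean of all tested compounds plus 3 SD, set per campaign, cut at about 35% in these data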;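 note: 0% = DMSO wells and 100% = thioflavine S control wells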
#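 Assay system: hepatitis C virus NS3 helicase domain fragment enzyme. Also added: annealed dual-labelled DNA beacon duplex, ATP-started. Timing: 1 h reaction at 25 °C, ATP-initiated. Technique: Cy5 fluorescence at 0 and 60 min, beacon hairpin quenching. Evaluation: % inhibition of unwinding. Replication: one well per compound.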
# V1R ag counter: V1a receptor agonism, counter-screen for OXTR agonists | CHO-V1R cells, Fluo-8 calcium fluorescence, agonist mode; 0% DMSO, 100% 3 nM vasopressin | actives 0.25% (n = 320,000) | activation, % at 3 µM | P37288;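 active = activation above the mean activation of all tested compounds plus 3 SD, per screening run, cut at about 20% in these data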;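 note: signal is peak over basal fluorescence ratio across a 100 second FLIPR read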
# Target sequence (P37288 whole entry, looked up): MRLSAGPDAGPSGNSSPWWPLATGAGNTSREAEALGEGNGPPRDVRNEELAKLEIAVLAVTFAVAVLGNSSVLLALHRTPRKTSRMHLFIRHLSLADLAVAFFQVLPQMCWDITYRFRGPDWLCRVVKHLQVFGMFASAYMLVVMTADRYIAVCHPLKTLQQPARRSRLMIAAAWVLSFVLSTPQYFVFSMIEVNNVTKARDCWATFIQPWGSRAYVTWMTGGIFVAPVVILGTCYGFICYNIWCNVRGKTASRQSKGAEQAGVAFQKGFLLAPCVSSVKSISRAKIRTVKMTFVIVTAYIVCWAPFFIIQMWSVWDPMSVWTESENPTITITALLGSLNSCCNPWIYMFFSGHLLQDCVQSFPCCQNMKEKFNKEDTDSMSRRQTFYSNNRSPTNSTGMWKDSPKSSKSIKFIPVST
# PHOSPHO1 inh: blocks human PHOSPHO1 phosphatase activity; actives 1.1% (n = 290,000); recombinant PHOSPHO1, absorbance phosphatase assay; inhibition, % at 13.3 µM; AID 1565; Q8TCT1; in the data active = inhibition above about 60%
# IMP-1 inhibitor: blocks Pseudomonas aeruginosa IMP-1 metallo-beta-lactamase; actives 0.45% (n = 290,000); purified IMP-1, nitrocefin hydrolysis, epi-absorbance fluorescence; AID 1556; inhibition, % at 5.6 µM;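 active = inhibition above the mean plus 3 SD of all compounds in the same screening run, cut at about 4.5% in these data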;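 note: 0% = IMP-1 with DMSO and 100% = DMSO wells lacking enzyme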
#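 System: purified recombinant IMP-1 beta-lactamase. Medium: Zinc- and detergent-supplemented HEPES buffer, pH 7.1. Compound: one 5.6 µM dose […]. Schedule: 15 min preincubation plus 25 min reaction at 25 °C. Technique: Epi-absorbance fluorescence, 480 nm excitation, 530 nm emission.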
# OXTR ag: agonists of human oxytocin receptor; CHO-OTR cells, Fluo-8 calcium fluorescence; normalized: DMSO 0%, oxytocin 100%; activation, % at 3 µM; actives 0.32% (n = 320,000); AID 2435;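 active = activation above the mean of all tested compounds plus 3 SD, cutoff set per screening run, cut at about 20% in these data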;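 note: peak over basal fluorescence ratio from a 100 s FLIPR kinetic read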
# Target sequence (P30559 whole entry, looked up): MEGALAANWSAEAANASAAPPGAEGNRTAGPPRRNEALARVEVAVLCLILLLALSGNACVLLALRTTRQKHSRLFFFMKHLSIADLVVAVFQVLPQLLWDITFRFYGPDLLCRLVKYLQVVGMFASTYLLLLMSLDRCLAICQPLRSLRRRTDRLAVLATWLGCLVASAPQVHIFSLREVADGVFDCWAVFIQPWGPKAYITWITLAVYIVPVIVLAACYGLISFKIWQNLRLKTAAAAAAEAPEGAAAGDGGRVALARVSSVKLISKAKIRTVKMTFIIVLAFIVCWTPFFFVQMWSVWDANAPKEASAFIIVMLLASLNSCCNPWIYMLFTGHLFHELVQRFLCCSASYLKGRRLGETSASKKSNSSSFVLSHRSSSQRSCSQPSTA
# DNA FID counter: counter-screen for HCV NS3 helicase inhibitors: DNA intercalator displacement; DNA fluorescent intercalator displacement, fluorescence; inhibition, % at 7.9 µM; actives 0.17% (n = 290,000); AID 1845; in the data active = inhibition above about 37%;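 note: 0% = vehicle and 100% = reference compound; higher means more ethidium bromide displaced from hairpin DNA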
# VIM-2 inhibitor: blocks Pseudomonas aeruginosa VIM-2 metallo-beta-lactamase. actives 0.89% (n = 290,000). purified VIM-2, nitrocefin hydrolysis, epi-absorbance fluorescence. inhibition, % at 5.6 µM;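 active = inhibition above the mean of all tested compounds plus 3 SD, cutoff set per screening run, cut at about 7.5% in these data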;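 note: red hydrolysis product quenches plate fluorescence so inhibitors raise well fluorescence; 0% = enzyme with DMSO and 100% = DMSO without enzyme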
# Active calls of the source: *; . = no result given.
# Values run as follows: GalR3 antag	GPR7 antagonist	HCV NS3 hel inh	V1R ag counter	PHOSPHO1 inh	IMP-1 inhibitor	OXTR ag	DNA FID counter	VIM-2 inhibitor
- Cc1ccccc1CN(C)C(C)C(=O)Nc1ccccc1F (stereo unspecified)
→ -11	-5	-15	-1.5	7	-3.3	-1.6	-7	0.2
- O=C(NCCCN1CCOCC1)c1ccccc1NS(=O)(=O)c1cc([N+](=O)[O-])ccc1Cl
→ 2	1	9	-0.1	-2	-4.1	0.1	6	-3.8
- CNC(=O)COC(=O)c1c2c(nc3ccccc13)CCC2
→ -1	-8	1	-0.3	-27	0.4	-0.5	-3	-0.6
- O=c1[nH]c(=S)n(C2CCCCC2)c(O)c1C=NCCN1CCOCC1
→ -4	-13	-2	1.8	20	-1.2	0.8	-14	-0.9
- Cc1nc2c3cnn(-c4ccc(C)c(C)c4)c3ncn2n1
→ -5	5	-3	1.1	-3	-1.5	0.3	-4	-2.4
- CC(C)C(NC(=O)C(c1ccccc1)c1ccccc1)c1nc2ccccc2[nH]1 (stereo unspecified)
→ -4	6	11	2.2	-6	-0.3	2.9	1	0.9
- N=C(N)N1CCN(Cc2ccccc2)CC1
→ .	-9	1	1.2	1	-2.8	0.2	-2	-3.5
- Cc1ccc(C(=O)CSC2=NC(N)=C(C#N)C3(CCCCC3)C2C(N)=O)cc1 (stereo unspecified)
→ -2	-15	-3	-1.0	-8	-2.5	-1.6	-19	-4.3
- O=C1CC(C(F)(F)C(F)(F)C(F)(F)C(F)(F)F)=Nc2ccccc2N1
→ -5	-14	2	-0.8	6	-2.5	-0.4	-8	-4.8
- Cc1oncc1-c1csc(-c2ccccc2Cl)n1
→ -5	-15	-9	-1.0	20	-0.9	0.0	-4	-2.5
- CC(CN1CCN(C)CC1)OC(=O)c1ccc(Cl)cc1 (stereo unspecified)
→ -5	6	-2	1.9	-1	0.9	1.3	9	-2.6
- C/C(=N\NC(=O)CN(c1ccccc1Br)S(C)(=O)=O)c1ccc2c(c1)OCCO2
→ -5	-6	-4	0.4	14	-2.3	1.6	-8	-0.3
- CCCCCOC(=O)c1ccc(NC(=O)c2ccco2)cc1
→ 0	-4	-4	0.0	-7	-3.5	-1.2	-3	-1.8
- Cc1nc(Cl)c(C(=O)NCCc2ccccc2)c(C)c1[N+](=O)[O-]
→ -7	-3	0	1.1	39	-0.6	-0.9	-4	0.4
- O=C(NC1CCCc2c1cnn2-c1ccccc1F)c1ccccn1 (stereo unspecified)
→ -7	-9	-1	4.9	29	-4.0	3.4	-37	-0.9
- COc1cccc(NC(=S)N(CCCN2CCCC2)Cc2cccn2Cc2ccc(Cl)cc2)c1
→ .	7	-83	3.7	-29	-2.5	8.7	37*	-3.2
- Cc1cc(N2CCOCC2)nc(SCC(=O)OCc2ccccc2)n1
→ -4	-5	4	0.9	19	-1.3	-1.0	-15	-0.2
- CCc1ccc(C(C)NC(=O)C2CCCO2)cc1 (stereo unspecified)
→ -9	-19	-3	.	24	-1.4	.	-5	-1.7
- C=C(c1cccc2ccccc12)P(=O)(O)O
→ -1	24	4	0.2	55	-0.4	0.0	6	35*
- CC(C)(C)c1[nH]nc2c1C(c1ccco1)C(C#N)=C(N)O2 (stereo unspecified)
→ -5	-12	-2	0.1	19	-3.2	-1.2	-6	-2.2

# Some of these compounds in order of their number in PHOSPHO1 inh, descending:
smiles | GalR3 antag | GPR7 antagonist | HCV NS3 hel inh | PHOSPHO1 inh | IMP-1 inhibitor | VIM-2 inhibitor
CC(C)(C)c1[nH]nc2c1C(c1ccco1)C(C#N)=C(N)O2 (stereo unspecified) | -5 | -12 | -2 | 19 | -3.2 | -2.2
C/C(=N\NC(=O)CN(c1ccccc1Br)S(C)(=O)=O)c1ccc2c(c1)OCCO2 | -5 | -6 | -4 | 14 | -2.3 | -0.3
COc1cccc(NC(=S)N(CCCN2CCCC2)Cc2cccn2Cc2ccc(Cl)cc2)c1 | . | 7 | -83 | -29 | -2.5 | -3.2

# Full records, quoted from the list. Order of values: GalR3 antag | GPR7 antagonist | HCV NS3 hel inh | V1R ag counter | PHOSPHO1 inh | IMP-1 inhibitor | OXTR ag | DNA FID counter | VIM-2 inhibitor
# CC(CN1CCN(C)CC1)OC(=O)c1ccc(Cl)cc1 (stereo unspecified) in the list: -5 | 6 | -2 | 1.9 | -1 | 0.9 | 1.3 | 9 | -2.6
# COc1cccc(NC(=S)N(CCCN2CCCC2)Cc2cccn2Cc2ccc(Cl)cc2)c1 in the list: . | 7 | -83 | 3.7 | -29 | -2.5 | 8.7 | 37* | -3.2

# (next part)
# Values run as follows: GalR3 antag	GPR7 antagonist	HCV NS3 hel inh	V1R ag counter	PHOSPHO1 inh	IMP-1 inhibitor	OXTR ag	DNA FID counter	VIM-2 inhibitor
- Cc1ccnc(NC(=O)COC(=O)C23CC4CC(CC(C4)C2)C3)n1
→ -2	-3	12	-0.2	55	-2.2	1.2	-6	-2.2
- CCn1c(SCC(=O)NC2CCCCC2)nnc1-c1cc2cccc(OC)c2o1
→ -3	-10	5	0.0	33	-2.1	-1.6	-34	-1.5
- Cc1c2c(n3c(nc4ccccc43)c1C#N)N(c1ccccc1)CC2
→ .	-9	4	.	-13	-5.2	.	-5	4.0
- COc1ccc(OC)c(NC(=O)CSc2nncc3ccc(OC)c(OC)c23)c1
→ 7	-6	19	3.5	36	-1.6	1.5	-17	0.6
- Cc1c(Br)c([N+](=O)[O-])nn1CC(=O)Nc1ccc(Cc2ccncc2)cc1
→ -6	7	-6	8.6	9	-1.8	6.8	10	-3.4
- CN1CCN(S(=O)(=O)c2cccc(C(=O)NC3CCCc4ccccc43)c2)CC1 (stereo unspecified)
→ -1	3	-12	0.7	14	0.7	2.3	15	0.9
- Cc1ccc(NC(=O)CN2CCc3ccccc3C2)cc1
→ -5	4	1	-0.7	-3	0.0	-1.7	-9	-4.7
- C=CCN1C(=O)CN=C1Nc1cc(C)ccc1C
→ 1	-15	0	-0.7	15	-2.8	-1.6	3	-0.7
- Cc1cccc(NC(=O)CSc2nnc(CNC(=O)c3ccc(S(=O)(=O)N(C)C)cc3)n2-c2ccccc2)c1
→ -3	-3	-3	-0.8	-8	-2.7	0.5	-40	-0.7
- CNC(=O)/C(C#N)=C/c1c(N2CCN(C)CC2)nc2c(C)cccn2c1=O
→ -9	-5	-7	0.6	20	1.2	0.5	-4	5.2
- COc1cccc(CC(=O)N2CCN(c3ccccc3[N+](=O)[O-])CC2)c1
→ -3	8	8	1.6	6	-0.3	1.1	-23	-0.5
- Cc1ccc(C(=O)OCCc2c(C)[nH]n(-c3ccccc3)c2=O)cc1
→ -2	-5	-8	1.3	4	-1.8	-0.6	-19	-0.3
- COC(=O)c1c(-c2ccc(C)cc2)csc1NC(=O)Cc1ccc(OC)c(OC)c1
→ -2	-1	-4	.	-12	-0.3	.	-19	-2.4
- Cc1cc2oc(=O)c3c(c2cc1OCc1nn[nH]n1)CCCC3
→ -1	-9	8	-0.5	18	-4.1	0.4	-7	5.0
- COC(=O)c1cccc(Cn2c(Cl)c(/C=N/NC(=O)c3ccco3)sc2=O)c1
→ -7	7	-8	1.1	24	-1.6	-1.9	-35	-5.3
- N#CCCn1cc(C(=O)Nc2cccc(C(=O)O)c2)c(-c2ccc(Cl)cc2)n1
→ 8	-17	-4	-0.5	19	-2.2	0.6	-16	0.3
- Cc1cc(S(=O)(=O)Nc2ccc(C(=O)NCC(C)(C)N3CCOCC3)cc2)ccc1F
→ 3	-2	-8	0.9	-1	-3.3	0.1	5	-3.0
- CCCc1nn2c(=O)cc(COc3ccc(NC(=O)c4ccco4)cc3)nc2s1
→ -8	-16	6	0.5	64*	-4.3	1.4	-10	-2.2
- Cn1c(=O)c2c(nc(CN3CCN(C(=O)c4ccco4)CC3)n2Cc2ccc(F)cc2)n(C)c1=O
→ -10	-14	-1	0.6	-7	-4.0	0.3	-36	-1.4
- COc1cccc(-c2nc(-c3ccc(NC(=O)Cc4ccccc4OC)cc3)no2)c1
→ .	-8	7	.	24	-3.9	.	-10	-0.7
- CC1=CN2C(=N)/C(=C/c3ccc(Sc4ccc(C)cc4)o3)C(=O)N=C2S1
→ -1	-6	3	2.1	-12	-2.5	-0.2	-3	-0.8
- O=C(c1ccc2ccccc2c1)C1CCCN(C(=O)c2cnccn2)C1 (stereo unspecified)
→ -7	-9	4	3.0	8	-2.9	2.1	-26	-2.5
- CCN1CCc2c(sc(NC(=O)c3ccc(S(=O)(=O)N4CCOCC4)cc3)c2C(=O)OC)C1
→ 1	-7	-15	1.1	-19	-2.7	1.0	19	64*
- N#Cc1ccccc1CSc1nnc(-c2ccncc2)o1
→ .	13	7	5.5	33	-0.4	0.1	-5	4.0
- CCN(CC)S(=O)(=O)c1cccc(NC(=O)c2ccccc2Br)c1
→ 0	6	-10	2.4	28	-1.8	1.5	-12	-2.0
- C/C(=N\NC(=O)c1ccc([N+](=O)[O-])cc1)c1cccc([N+](=O)[O-])c1
→ 1	-12	0	0.1	16	-1.7	-0.5	-2	-1.9
- Cc1cccc(C)c1NC(=O)CN(C)c1ccc(C(F)(F)F)cn1
→ -6	11	-2	1.5	-4	-3.9	0.2	-9	-2.6
- O=C(NN1C(=O)/C(=C/c2cccs2)SC1=S)c1cccnc1
→ -1	-12	6	0.9	20	-0.3	0.2	-1	-3.8
- CCc1c(O)nc(SCC(=O)Nc2ccccc2OC)[nH]c1=O
→ -5	6	-14	0.1	-8	-4.0	1.3	-1	-2.9
- CCOc1cccc(/C=C/c2ccc3ccccc3n2)c1OC(C)=O
→ -8	-15	-21	-0.1	39	-3.3	-1.9	-21	-0.6
- Cc1ccccc1OCc1nc2ccccc2c(=O)n1/N=C/c1c[nH]c2ccccc12
→ 2	-8	10	0.8	-7	-1.5	1.3	-3	-4.1
- COc1cccc(NC(=O)COc2ccc(C(=S)N3CCN(C)CC3)cc2OC)c1
→ -3	5	0	9.5	16	1.4	8.0	4	8.3*
- COc1ccc(S(=O)(=O)NC(CC(=O)NCc2ccc3c(c2)OCO3)c2ccco2)cc1 (stereo unspecified)
→ -3	-10	-3	3.0	2	3.5	1.7	-17	-2.2
- CCOc1cc2[nH]c(=S)n(Cc3ccc(C(=O)NCCCOC)cc3)c(=O)c2cc1OCC
→ -9	-12	-2	-0.1	26	-3.5	-1.2	-39	-3.8
- Cn1nnnc1SCC(=O)Nc1ccccc1C(N)=O
→ -1	-3	2	1.1	-8	-5.4	0.9	2	-2.6
- COC(=O)Cc1ccc(NC(=O)c2ccc3c(c2)C(=O)N(Cc2cccnc2)C3=O)cc1
→ -3	-4	-8	8.2	3	-1.2	4.5	-31	-2.5
- Cc1c(C)c(C)c(C(=O)CCc2cccc(NC(=O)CCC(=O)O)c2)c(C)c1C
→ -7	5	-16	0.1	40	-1.4	-0.5	-27	0.9
- C=CCC(O)(CC=C)CNC(=O)c1ccc(OC)c(OC2CCN(C(C)=O)CC2)c1
→ -7	-3	17	.	34	-2.1	.	-14	-1.1
- CCCC(=O)O/N=C(\c1ccccc1)c1ccncc1
→ -9	-11	4	-0.1	.	-2.1	0.1	0	-2.2
